# D2 agonist – activates the human D2 dopamine receptor; P14416; HEK293 T-REx D2 cells, calcium flux agonist mode; activation, % at 2 µM; 340,000 tested, 0.53% active;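 active = activation over 3 SD above normal in the single-dose calcium agonist read, cut at about 30% in these data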; also: 0% is about no effect
# Target sequence (P14416 whole entry, looked up): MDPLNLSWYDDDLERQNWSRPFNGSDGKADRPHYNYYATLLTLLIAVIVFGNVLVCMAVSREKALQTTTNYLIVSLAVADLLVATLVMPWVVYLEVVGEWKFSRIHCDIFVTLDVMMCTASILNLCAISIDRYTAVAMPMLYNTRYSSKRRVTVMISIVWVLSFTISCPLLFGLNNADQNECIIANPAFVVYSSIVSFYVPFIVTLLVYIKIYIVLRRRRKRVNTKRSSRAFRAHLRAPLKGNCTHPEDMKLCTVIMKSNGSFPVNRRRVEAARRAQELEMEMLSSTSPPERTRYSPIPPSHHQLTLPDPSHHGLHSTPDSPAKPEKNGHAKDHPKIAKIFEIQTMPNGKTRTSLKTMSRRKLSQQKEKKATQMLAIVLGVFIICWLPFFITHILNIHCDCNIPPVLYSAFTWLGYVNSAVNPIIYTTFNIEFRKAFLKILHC
#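 Calcium-flux readout, 1 cycle/sec over 180 s following compound pin transfer, in inducible HEK293 Trex D2 cells (force-coupled); dopamine controls included. Positive calcium responses during this window marked compounds as potential agonists.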
# rTrxR1 inhibitor – blocks rat thioredoxin reductase 1; O89049; Potency, µM (highest dose often 114 µM), inactives show at the top dose activity change, negative = inhibition, usual class: inhibitors; recombinant rTrxR1, NADPH fluorescence consumption, selenite substrate; 390,000 tested, 1% active; also: potency is read from the fitted curve at half-maximal effect; % is scaled to controls: 0 for no effect and ±100 for the full control effect; nearly all actives have a fitted effect of over 65% in size
# Target sequence (O89049 whole entry, looked up): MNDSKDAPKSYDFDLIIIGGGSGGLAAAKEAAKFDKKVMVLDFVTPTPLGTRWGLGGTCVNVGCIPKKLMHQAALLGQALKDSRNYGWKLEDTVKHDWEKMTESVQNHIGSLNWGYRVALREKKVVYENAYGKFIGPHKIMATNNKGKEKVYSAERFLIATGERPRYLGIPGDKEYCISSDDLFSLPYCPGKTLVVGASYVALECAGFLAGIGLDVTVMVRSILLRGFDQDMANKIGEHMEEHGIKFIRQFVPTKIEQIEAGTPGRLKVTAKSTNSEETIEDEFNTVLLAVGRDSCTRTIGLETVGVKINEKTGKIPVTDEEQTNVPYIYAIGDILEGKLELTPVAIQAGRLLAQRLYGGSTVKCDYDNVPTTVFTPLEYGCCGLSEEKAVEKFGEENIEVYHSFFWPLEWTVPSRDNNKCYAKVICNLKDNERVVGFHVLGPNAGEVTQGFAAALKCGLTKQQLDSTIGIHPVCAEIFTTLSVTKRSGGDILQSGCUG
#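 Rat TrxR1 (90 nM in the dispensed reagent) was pre-reduced with 400 uM NADPH for 5 min at room temperature, then incubated with compound for 15 min. After 400 uM selenite was added, NADPH fluorescence (Ex 340/Em 450 nm) was followed for 8 min.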
# USP1-UAF1 inh – USP1/UAF1 (human) deubiquitinase inhibition; Potency, µM (top dose mostly 57.1 µM), for inactives: top-dose activity change, negative = inhibition, usual class: inhibitors; recombinant USP1/UAF1, Ub-Rhodamine cleavage fluorescence; 390,000 tested, 0.23% active; also: potency is read from the fitted curve at half-maximal effect; % is scaled to controls: 0 for no effect and ±100 for the full control effect; nearly all actives have a fitted effect of over 60% in size; inactives centre near -12
#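 Step one: compound is pinned into 1nM USP1/UAF1 in HEPES pH 7.8 buffer with TCEP. Step two: 15 min room-temperature incubation. Step three: Ub-Rho (150nM final) starts cleavage, tracked by fluorescence over six one-minute reads.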
# D2 antagonist – antagonists of human D2 dopamine receptor | 340,000 tested, 2% active | HEK293 TREx D2 cells, calcium flux, dopamine EC80 | P14416 | inhibition, % at 10 µM; in the data active = inhibition above about 30%; also: 0% is about no effect
#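 Compounds are added to dye-loaded, induced HEK293 T-REx cells coupled to calcium release via D2; after a 3 min kinetic read an EC80 dopamine stimulus is given and fluorescence is recorded for 3 more min.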
# TrxR1 substrate – is turned over as a substrate by rat TrxR1; 390,000 tested, 0.01% active; purified TrxR1 substrate turnover, NADPH consumption readout; O89049; AID 588456; Potency, µM (titrated, usually from 114 µM), for the others: at the highest dose activity change, negative = substrate turnover; also: potency is read from the fitted curve at half-maximal effect; % is scaled to controls: 0 for no effect and ±100 for the full control effect; nearly all actives have a fitted effect of over 50% in size
#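 Rat TrxR1, dispensed at 90 nM, was prereduced with 400 uM NADPH (final) for 5 min at ~22 deg C, then incubated with compound 15 min before 400 uM selenite. A first-read NADPH fluorescence drop versus no-compound background flagged substrates.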
# TRHR agonist – agonists of human TRH receptor; P34981; 360,000 tested, 0.18% active; TRHR cells, calcium flux fluo-8, FDSS agonist mode; AID 493084; activation, % at 2 µM; in the data active = activation above about 30%; also: 0% is about no effect
#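 Agonist-mode FDSS calcium read (Ex 480/Em 530, 1 s cycles) in 1536-well TRHR cells with fluo-8 dye, after 10-cycle baseline and 23 nL compound addition; TRH at EC20 (10 nM final) added afterwards for the enhancer phase.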
# Pin1 inh – human Pin1 inhibition | AID 504891 | Potency, µM (top dose mostly 115 µM), for inactives: at the highest dose activity, negative = inhibition, most hits filed as inhibitors | Pin1 FP peptide displacement, HiFluor488, 10 min | Q13526 | 390,000 tested, 0.009% active; active = well fitted inhibition curve with a large enough effect in the polarisation, with a control signal flat, not every such curve was filed as active; inconclusive = small, poorly fitted or top-dose-only effect, or effect the other way, or a change in a side signal; inactive = no such curve, though single readings can be large or run the other way; the % refers to the polarisation; also: potency is read from the fitted curve at half-maximal effect; % is scaled to controls: 0 for no effect and ±100 for the full control effect
# mIDH1 inhibitor – human IDH1 R132H inhibition | Potency, µM (series often up to 76.6 µM), for inactives: at the top dose activity change, negative = inhibition, most hits filed as inhibitors | IDH1-R132H enzyme, NADPH consumption, diaphorase/resazurin fluorescence | O75874 | 390,000 tested, 0.093% active | AID 602179; also: potency is read from the fitted curve at half-maximal effect; % is scaled to controls: 0 for no effect and ±100 for the full control effect; nearly all actives have a fitted effect of over 65% in size
#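 IDH1-R132H (0.5 ug/mL) preincubated 30 min with compound, then NADPH (0.016 mM) and alpha-KG (2 mM) added; 80 min at RT, pH 7.5. Remaining NADPH coupled via diaphorase/resazurin to fluorescence (540/590 nm); concentration-response curves normalized to no-enzyme control.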
# TRHR enhancer – allosterically enhances the human TRH receptor; P34981; TRHR cells, fluo-8 calcium fluorescence, EC20 TRH enhancement; enhancement, % at 2 µM; 360,000 tested, 0.66% active; in the data active = enhancement above about 30%; also: 0% is about no effect
#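 Enhancer read-out: after compound pinning and an initial kinetic agonist-mode read, an EC20 of TRH (10 nM final) was injected and fluo-8 calcium signal (Ex 480/Em 530) followed at 1 s/cycle for 100 cycles in TRHR-expressing cells.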
# * marks the source's active call; other numbers are inactive results; ? = inconclusive; / = not tested or not shown; [ ] = another dose, or the depositor's remark. Unless noted, calls follow the shape of the dose curve; as a rule, active = well fitted inhibition curve with a large enough effect; inconclusive = small, poorly fitted or top-dose-only effect; inactive = no such curve, though single readings can be large or run the other way.
structure,TrxR1 substrate,TRHR enhancer,Pin1 inh,TRHR agonist,USP1-UAF1 inh,mIDH1 inhibitor,D2 agonist,rTrxR1 inhibitor,D2 antagonist
CC(C)c1ccc(OCC(=O)Nc2cc(-c3ccccc3)no2)cc1,1%,-1,1%,-1.1,?,14%,-0.8,25%,/
Fc1ccc(-c2cc(C(F)(F)F)nc(NCc3cccs3)n2)cc1,-4%,1,6%,0.4,-11%,4%,-0.4,7%,-17
COCCNC(=O)C1CC2Cn3c(nc4ccccc43)C2N1C (stereo not drawn),12%,1,-2%,-1.4,-23%,-14%,-0.9,24%,-12
COc1ccc(N2C(=O)CC(NNc3nc4ccccc4s3)C2=O)cc1 (stereo not drawn),3%,0,2%,0.6,-17%,3%,-0.2,7%,24
COc1cc(OC)cc(C(=O)NNC(=O)c2ccc(S(=O)(=O)N3CC(C)OC(C)C3)cc2)c1 (stereo not drawn),0%,4,-3%,0.0,-20%,2%,0.3,15%,12
COC(=O)CC/C(O)=C1/C(=N)CC(C)(C)CC1=O,3%,-2,0%,1.4,3%,0%,0.4,2%,1
CCOc1ccc(NC(=O)COc2ccc(C(=O)NCc3cccnc3)cc2OC)cc1,9%,-8,4%,0.1,-9%,-2%,0.0,10%,0
CC1CCN(C(=O)CCCOc2ccc(Cl)cc2)CC1,-4%[57.1 µM],-4,-1%,0.2,-16%,-1%,-1.3,1%,-5

# Two neighbouring entries from above, quoted:
structure,TrxR1 substrate,TRHR enhancer,Pin1 inh,TRHR agonist,USP1-UAF1 inh,mIDH1 inhibitor,D2 agonist,rTrxR1 inhibitor,D2 antagonist
Fc1ccc(-c2cc(C(F)(F)F)nc(NCc3cccs3)n2)cc1,-4%,1,6%,0.4,-11%,4%,-0.4,7%,-17
COCCNC(=O)C1CC2Cn3c(nc4ccccc43)C2N1C (stereo not drawn),12%,1,-2%,-1.4,-23%,-14%,-0.9,24%,-12

# Later entries.
structure,TrxR1 substrate,TRHR enhancer,Pin1 inh,TRHR agonist,USP1-UAF1 inh,mIDH1 inhibitor,D2 agonist,rTrxR1 inhibitor,D2 antagonist
COc1ccc(-c2nc3scc(CCNS(=O)(=O)c4ccc(Oc5ccccc5)cc4)n3n2)cc1OC,-5%[57.1 µM],3,18%,-0.5,-23%,-13%,0.3,19%[57.1 µM],/
Brc1ccc([C@H]2CN3CCSC3=N2)cc1,-2%[57.1 µM],/,-5%,/,?,7%,/,-5%[57.1 µM],/
COc1ccccc1NS(=O)(=O)c1cccc(C(=O)N/N=C(/C)c2ccc(-n3ccnc3)cc2)c1,-2%[57.1 µM],/,18%,/,-17%,5%,/,11%[11.4 µM],/
Cc1ccc(C)c(OCC(=O)Nc2cc(C(=O)O)cc(C(=O)O)c2)c1,1%,-2,-4%,-0.1,-5%,-4%,0.1,3%,17
Cc1ccc2nc(SCc3nc4c(cnn4-c4ccccc4)c(=O)[nH]3)[nH]c2c1,0%,1,16%,0.0,1%,-4%,0.1,4%,-1
Cc1cccc(C(=O)NCCNC(=O)c2ccco2)c1,0%,-3,-2%,-0.9,-12%,8%,-0.7,-14%,-1
CCCN1C(=O)C2(c3ccccc31)c1c(oc3ccc(C)cc3c1=O)C(=O)N2CCOC (stereo not drawn),0%,-2,-5%,-0.4,-9%,3%,0.4,7%,/
CCn1c(Cc2ccc(OC)cc2)nc2ccccc21,-2%,-1,0%,-2.1,2%,0%,0.3,-8%[57.1 µM],10
CCc1cccc(C)c1NS(=O)(=O)c1cccs1,1%,4,0%,-0.9,-22%,9%,0.2,3%,-12
C/C(=N\N=C1/NC(=O)C(C)S1)c1ccco1 (stereo not drawn),-10%,3,1%,-0.3,-5%,-9%,-0.8,1%[57.1 µM],-3
CCn1c(=O)c([N+](=O)[O-])c(NCCCn2ccnc2)c2ccccc21,7%[57.1 µM],-1,7%,-1.0,-5%,0%,/,11%[57.1 µM],/
CN(C(=O)c1ccc(NC(=O)Cc2ccc(NC(=O)C3CCN(C(=O)CCc4ccccc4)CC3)cc2)cc1)C1CC1,3%,7,7%,0.8,-18%,-6%,0.9,20%,-5
COc1ccc(-c2cc(C(F)F)n3ncc(C(=O)N4CCN(C)CC4)c3n2)cc1,59%[activator],2,?,0.9,-9%,11%,/,2%[57.1 µM],/
COC(=O)c1[nH]c(=O)c2ccccc2c1OCc1ccccc1,7%,-1,2%,-0.3,-17%,7%,-0.5,27%,18
CCOC(=O)c1cc2c(s1)-c1c(C)cccc1OC2,167%[activator][57.1 µM],6,3%,0.7,-18%,7%,0.9,41%[activator][57.1 µM],-33
O=C(CSc1nc2ccccc2c(=O)n1NC(=O)Cc1ccccc1)NCc1ccco1,1%,-7,13%,0.4,-9%,3%,1.1,-21%,11
CC(=O)Nc1ccc(C(=O)CSc2nc3ccccc3n2CC(=O)N2CCCC2)cc1,2%,2,-2%,0.1,-6%,8%,-0.1,4%,-31
COc1ccc(-c2nn(-c3ccccc3)cc2C(=O)Nc2ccccc2OC)cc1,9%,44*,3%,-1.7,?,-3%,-2.1,14%,/
CC[C@]12c3[nH]c4ccccc4c3CCN1C(=O)C(CC(=O)NCCc1ccccn1)C[C@@H]2C(=O)N1CCN(C(=O)c2ccco2)CC1 (stereo partly drawn),3%,/,-6%,/,?,6%,/,11%,/
O=C(COC(=O)c1nc(Cl)ccc1Cl)Nc1ccc2c(c1)OCO2,2%[57.1 µM],-3,-1%,-1.0,-20%,-12%,0.1,0%[57.1 µM],-1
CCN(CC)c1ccc(/C=N/NS(=O)(=O)c2cccc([N+](=O)[O-])c2)cc1,-22%,-10,9%,-0.9,-11%,5%,-0.9,?,-2
Cc1ccc(/C=N/NC(=O)c2cccc([N+](=O)[O-])c2)o1,-5%,-3,-1%,0.2,-15%,4%,1.6,-5%,0
Cc1ccc2c(c1)N(C(=O)CSc1nncn1C)C(C)(C)c1ssc(=S)c1-2,-7%,-3,2%,-0.5,-15%,3%,0.6,7%[57.1 µM],1
CC(C)(C)OC(=O)NCCCCCc1nnc(SCC(N)=O)o1,-2%,2,4%,0.0,-10%,3%,-1.4,7%,-6
O=C1c2ccccc2NC(c2ccc(-c3cccc(F)c3)o2)N1O (stereo not drawn),-1%,-1,?,0.0,/,/,-0.4,-27%,-10
O=C(Cc1ccc(Cl)cc1)NCCS(=O)(=O)N1CCN(c2ccccc2F)CC1,1%,-5,0%,0.9,-3%,1%,2.0,17%,-12
COc1ccc(-c2ccc(CCC(=O)O)n2CC(=O)Nc2cccc(C(F)(F)F)c2)cc1,6%,0,?,0.4,-2%,22%,20,-12%,/
Cc1ccc(S(=O)(=O)/N=C(\c2ccc(F)cc2)n2c(C)nc3ccccc32)cc1,-4%,1,0%,0.7,2%,13%,-0.4,-4%,-15
O=C(CCN1C(=O)C2CCCCC2C1=O)Nc1nc2ccc(F)cc2s1 (stereo not drawn),-10%,3,-2%,0.4,7%,0%,0.7,-34%,5
O=C1N[C@H](Cc2ccccc2)COC(=O)[C@H](Cc2ccc(F)cc2)C/C=C\C[C@@H]1CC(=O)N(CCO)Cc1ccccc1,0%,/,0%,/,-18%,0%,/,13%,/
COc1ccc([C@@H](OC)[C@@]2(Cc3ccc(O)cc3)N=C(N)N(C)C2=O)cc1,8%[57.1 µM],-9,2%,-0.3,-23%,-7%,-0.4,6%[57.1 µM],-3
CCN1CCN(c2cc(C)c3cc(NC(=O)CCC(=O)N4CCN(c5ccccc5)CC4)ccc3n2)CC1,29%,-8,5%,-0.1,-5%,-6%,0.4,17%,-6
N#CCCn1nnc2ccccc21,7%[57.1 µM],/,-11%,/,-3%,-1%,/,0%[57.1 µM],/
COc1ccc(CNC(=O)CN(Cc2ccccc2Cl)C(=O)c2csnn2)cc1,6%[0.0914 µM],5,2%,0.3,-15%,0%,-0.7,14%[0.0914 µM],16
O=C(NNC(=O)C1C2CCCCC21)c1coc(=O)c(Br)c1 (stereo not drawn),62%[activator],-5,?,1.6,?,-4%,-1.1,4%,-2
CCCC12CN3CC(C)(CN(C1)C3c1ccc(OCc3ccccc3)cc1)C2=O (stereo not drawn),-8%,5,-8%,1.4,-11%,13%,0.9,16%,/
CCC1=C(OC(=O)N(CC)CC)N2C(=O)OC(=NCCc3c[nH]c4ccccc34)[C@]2(Cc2ccccc2)[C@H]2C1=CC[C@H]1C(=O)N(CC(=O)OC)C(=O)[C@H]12,-6%[57.1 µM],-7,35%[activator],-0.2,-19%,-4%,-0.1,-17%[57.1 µM],0
COc1ccc(C(=O)Nc2cc3c(oc2=O)CCCC3=O)cc1,2%,-1,-2%,-1.7,-3%,-2%,1.9,7%,10
CCNC(=O)c1cccc(NC(=O)CN2C(=O)NC3(CCCCC3)C2=O)c1,-9%,-4,1%,0.7,-3%,0%,-0.2,-6%,11
COc1ccc(/C=C/C(=O)OCC(=O)Nc2ccc(Cl)c(S(=O)(=O)N(C)C)c2)cc1OC,2%[57.1 µM],-2,35%[activator],0.6,-16%,-3%,-1.3,1%[57.1 µM],4
O=C1CC(N2CCN(c3nc4ccccc4s3)CC2)C(=O)N1Cc1cccs1 (stereo not drawn),5%[57.1 µM],-3,-5%,0.0,-16%,1%,1.0,?,11
O=C(C[n+]1cccc2ccccc21)c1ccc([N+](=O)[O-])cc1,-5%[57.1 µM],1,?,0.5,?,-7%,1.8,-18%[57.1 µM],-6
CCOc1ccc(-c2nnn(CC(=O)Nc3cccc(OC)c3)n2)cc1OCC,3%[11.4 µM],6,-2%,1.5,-2%,5%,1.9,10%[11.4 µM],25
Cn1ccc(C(=O)OCC(=O)Nc2ccccc2Cl)n1,4%,-4,3%,-0.7,-14%,13%,-0.4,18%,0

# Source: PubChem BioAssay (National Center for Advancing Translational Sciences (NCATS))

# These rows are one share of the data. The share of hits here may be higher or lower than overall.
